# HTT ATP protect – qHTS Multiplex Assay to Identify Dual Action Probes in a Cell Model of Huntington: Cytoprotection (ATP); 230,000 compounds, 0.14% hits; PC12 HTT-Q103 induced, cytoprotection, ATP luminescence, 40 h; Potency, µM (series often up to 56.4 µM), without a hit: cytoprotection (ATP increase), most hits filed as activators;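 note: % of control where 0% means no effect; nearly all actives have a fitted effect of over 45% in size; toxic huntingtin expression switched on by the ecdysone agonist tebufenozide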
#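 ATP quantification (ATPlite) reports survival of PC12 cells in which tebufenozide, 100 nM final, switches on Htt exon 1 with 103 glutamines linked to GFP; compounds are titrated.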
# ALDH1A1 inh – qHTS Assay for Inhibitors of Aldehyde Dehydrogenase 1 (ALDH1A1) | Purified ALDH1A1, NADH fluorescence, propionaldehyde substrate | Potency, µM (top dose mostly 75.3 µM), inactives show at the highest dose activity, negative = inhibition, hits mostly inhibitors | 220,000 compounds, 7.3% hits; active = well fitted inhibition curve with a large enough effect, not every such curve was filed as active; inconclusive = small, poorly fitted or top-dose-only effect, or another doubt; inactive = no such curve, though single readings can be large or run the other way;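 note: plate controls were no enzyme wells and a reference inhibitor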
# Target sequence (P00352 whole entry, looked up): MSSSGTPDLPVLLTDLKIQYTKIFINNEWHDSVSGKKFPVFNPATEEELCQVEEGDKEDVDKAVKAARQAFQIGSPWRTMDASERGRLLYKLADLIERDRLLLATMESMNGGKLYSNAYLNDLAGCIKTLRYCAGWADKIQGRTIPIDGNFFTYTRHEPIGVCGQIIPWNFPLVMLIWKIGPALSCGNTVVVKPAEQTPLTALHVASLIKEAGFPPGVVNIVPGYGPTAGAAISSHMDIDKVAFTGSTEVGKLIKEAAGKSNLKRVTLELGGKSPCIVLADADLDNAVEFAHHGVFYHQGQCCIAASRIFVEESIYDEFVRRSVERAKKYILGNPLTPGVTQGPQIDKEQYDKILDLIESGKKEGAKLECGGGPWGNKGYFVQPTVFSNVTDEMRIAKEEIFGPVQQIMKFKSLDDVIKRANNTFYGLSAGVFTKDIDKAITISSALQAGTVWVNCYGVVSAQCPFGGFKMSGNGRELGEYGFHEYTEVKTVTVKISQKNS
# KDM4E inh – qHTS Assay for Inhibitors of Human Jumonji Domain Containing 2E (JMJD2E); Potency, µM (highest dose often 57.1 µM), without a hit: top-dose activity change, negative = inhibition, most hits filed as inhibitors; AID 2147, 2009; Lysine-specific demethylase 4E (Homo sapiens), B2RXH2; 230,000 compounds, 1.6% hits; JMJD2E catalytic domain, FDH-coupled NADH fluorescence (FDH is formaldehyde dehydrogenase); active = well fitted inhibition curve with a large enough effect, not every such curve was filed as active; inconclusive = small, poorly fitted or top-dose-only effect, or another doubt; inactive = no such curve, though single readings can be large or run the other way;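 note: 0% = wells with enzyme and -100% = buffer wells without enzyme; nearly all actives have a fitted effect of over 50% in size; many of its hits are not listed in these tables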
# Target sequence (B2RXH2 1-337 limits assumed): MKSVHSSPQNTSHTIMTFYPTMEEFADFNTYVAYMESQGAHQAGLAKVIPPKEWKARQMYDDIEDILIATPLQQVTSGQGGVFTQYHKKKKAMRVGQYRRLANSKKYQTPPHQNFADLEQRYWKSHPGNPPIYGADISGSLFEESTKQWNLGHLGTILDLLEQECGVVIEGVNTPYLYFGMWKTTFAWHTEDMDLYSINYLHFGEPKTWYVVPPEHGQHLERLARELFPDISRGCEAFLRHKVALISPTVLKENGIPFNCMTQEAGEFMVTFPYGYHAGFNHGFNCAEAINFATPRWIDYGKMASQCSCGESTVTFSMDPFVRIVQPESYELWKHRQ
# SMN2 splice enh – qHTS Assay for Enhancers of SMN2 Splice Variant Expression. HEK293 SMN2-luciferase splicing reporter, luminescence, 30-36 h. Potency, µM (doses to about 46.1 µM), inactives show top-dose activity change, positive = activation, actives largely listed as activators. 210,000 compounds, 2.8% hits. AID 1458, 2008; note: % of control where 0% means no effect; nearly all actives have a fitted effect of over 55% in size
#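 HEK293 cells carry an SMN2 minigene-luciferase reporter in which exon 7 inclusion puts luciferase in frame. Cells were seeded at 2000 cells/well, attached for 10-12 hours, then exposed to compounds for 30-36 hours at 37C before ONE-Glo luminescence.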
# Tau fibril ThT – qHTS for Inhibitors of Tau Fibril Formation, Thioflavin T Binding; 270,000 compounds, 2.1% hits; Potency, µM (highest dose often 57.4 µM), for inactives: top-dose activity, negative = inhibition, hits mostly inhibitors; Microtubule-associated protein tau (Homo sapiens), P10636; recombinant tau K18 P301L, heparin-induced fibrillization, ThT fluorescence; note: % is set by controls: 0 for no effect and ±100 for the full control effect; nearly all actives have a fitted effect of over 55% in size
# Target sequence (P10636 561-689 P618L limits assumed): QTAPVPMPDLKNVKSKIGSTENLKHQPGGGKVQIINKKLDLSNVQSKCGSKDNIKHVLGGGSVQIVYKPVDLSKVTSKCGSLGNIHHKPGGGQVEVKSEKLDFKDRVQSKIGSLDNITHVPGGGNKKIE
#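 Heparin-induced (20 uM) aggregation of recombinant human K18 P301L tau, 15 uM unlabeled with 0.24 uM labeled, pH 7 acetate buffer, 6 hr at 37 C with compound. Fibrils quantified by 30 uM ThT fluorescence after 1 hr ambient incubation.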
# Tau fluor cs – Counterscreen qHTS for Inhibitors of Tau Fibril Formation, Fluorescence Polarization. tau K18 P301L Alexa594 fluorescence, heparin fibrillization. Potency, µM (doses to about 57.7 µM), for inactives: at the highest dose activity change, negative = decrease. 280,000 compounds, 0.93% hits. AID 1463, 2008; note: % is set by controls: 0 for no effect and ±100 for the full control effect; nearly all actives have a fitted effect of over 55% in size
#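 Human tau K18 P301L (15 uM unlabeled, 0.24 uM Alexa 594-labeled) in 100 mM sodium acetate pH 7 with 20 uM heparin, 6 hr at 37 C. ThT 30 uM added, 1 hr ambient; Alexa 594 FP and total fluorescence read at 555/632 nm.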
# HTT aggregate – qHTS Multiplex Assay to Identify Dual Action Probes in a Cell Model of Huntington: Aggregate Formation (GFP); PC12 HttQ103-GFP aggregates, Acumen cytometry, 40 h; Potency, µM (top dose mostly 46.1 µM), without a hit: top-dose activity change, negative = inhibition, most hits filed as inhibitors; 220,000 compounds, 1.1% hits; AID 1688, 2009; note: % is set by controls: 0 for no effect and ±100 for the full control effect; nearly all actives have a fitted effect of over 60% in size
#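 PC12 cells with ecdysone-inducible HTT exon1 Q103-GFP, induced by 100 nM tebufenozide, given compounds in a concentration series. GFP aggregates (1–25 um, 6 SD above background) counted in lysates by laser-scanning cytometry, 488 nm excitation.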
# Tau FP inhib – qHTS for Inhibitors of Tau Fibril Formation, Fluorescence Polarization; Microtubule-associated protein tau (Homo sapiens), P10636; Potency, µM (top dose mostly 57.7 µM), for the others: at the highest dose activity, negative = inhibition, most hits filed as inhibitors; K18 P301L tau heparin fibrillization, Alexa594 FP, 6 h; 280,000 compounds, 0.39% hits; note: % is set by controls: 0 for no effect and ±100 for the full control effect; nearly all actives have a fitted effect of over 55% in size
#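 Compound effects on tau fibrillization are measured by Alexa 594 fluorescence polarization (ex 555, em 632 nm). K18 P301L tau is used at 15 uM with 0.24 uM labeled tracer, and 20 uM heparin induces aggregation over 6 hr at 37 C.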
# An asterisk follows results filed as active; ? = inconclusive; / = no result given; & = joins results of further samples; [ ] = dose if it differs, or a comment. Unless noted, calls come from the whole dose curve; as a rule, active = well fitted curve in the direction sought with a large enough effect; inconclusive = small, poorly fitted or top-dose-only effect, or another doubt; inactive = no such curve, though single readings can be large; an effect the other way counts as inactive or inconclusive. Potency is the fitted concentration of half-maximal effect. This is a subset; the hit share may differ from the screen's.
SMILES,HTT ATP protect,ALDH1A1 inh,KDM4E inh,SMN2 splice enh,Tau fibril ThT,Tau fluor cs,HTT aggregate,Tau FP inhib
CC(=O)Nc1ccc(S(=O)(=O)Nc2ccc(S(=O)(=O)N3CCCCCC3)cc2)cc1,-8%[0.074 µM],4µM*,2%,15%,9%,-16%,-9%,-1%
CCC(C)(C)n1nnnc1C(c1cccc(C#N)c1)N1CCN(c2cccc(C)c2C)CC1 (stereo unspecified),12%,3%,4%,-27%,-1%,-9%,-3%,-6%
CC(C)=CCC/C(C)=C/C=N/NC(=O)c1ccccc1[N+](=O)[O-],1%,-12%,?,/,-13%,-5%,5%,-1%
CNS(=O)(=O)c1ccc(Cl)nc1,/,9%,11%,10%,4%,12%,-5%,1%
COc1cccc(CC2(CO)CCCN(Cc3sc(N4CCCC4)nc3Cl)C2)c1 (stereo unspecified),-2%,?,-6%,/,-9%,-7%,?,-2%
O=c1c([N+](=O)[O-])c(NC2CCCCC2)c2ccccc2n1-c1ccccc1,3%[10 µM],?,-5%,4%,-14%,0%,4%,-2%
Cc1ccc(NC(=O)Nc2ccc(F)c(Cl)c2)cc1,-52%[inhibitor],-2%,-6%,13µM*,11%,-29%,?,-10%
CC1Cc2nc(SCC(=O)Nc3ccc4c(c3)OCCO4)n(C)c(=O)c2S1 (stereo unspecified),14%[1.9 µM],?,?,-39%[inhibitor],-10%,-5%,-23%,3%
CC(C)OCCCNC(=O)c1c(N)n(/N=C/c2ccccn2)c2nc3ccccc3nc12,-20%[0.074 µM],-5%,-2%,-15%,-8%,-14%,12%,-5%
CCC1CCCCN1C(=S)NC(=O)c1cccs1 (stereo unspecified),-5%,?,-1%,-31%[inhibitor],-2%,-1%,-2%,-3%
CSCCC(N=C(NS(=O)(=O)c1ccc(Br)cc1)c1ccccc1)C(=O)O (stereo unspecified),-38%[inhibitor],?,-11%,8%,1%,6%,-2%,3%
Cc1ccc(C(=O)NC(=S)Nc2ccc3[nH]c(=O)[nH]c3c2)c(C)c1,10%[10 µM],11%,17%,3%,1%,5%,5%[9.22 µM],-9%
COc1ccc(CCNC(=O)c2nc(SCc3ccc(C)cc3)ncc2Cl)cc1OC,/,/,/,4%,-11%,-11%,/,2%
CCOC(=O)N1CCN(c2c(F)cc3[nH]c(=S)[nH]c3c2Br)CC1,34%,0%,8%,?,-16%,-18%,-17%,7%
CCCCOC(=O)CSCC(=O)N1N=C(c2cccs2)CC1c1ccc(F)cc1 (stereo unspecified),7%[10 µM],?,?,-5%,-15%,-11%,-9%,5%

# Next section; the last two above are carried over.
SMILES,HTT ATP protect,ALDH1A1 inh,KDM4E inh,SMN2 splice enh,Tau fibril ThT,Tau fluor cs,HTT aggregate,Tau FP inhib
CCOC(=O)N1CCN(c2c(F)cc3[nH]c(=S)[nH]c3c2Br)CC1,34%,0%,8%,?,-16%,-18%,-17%,7%
CCCCOC(=O)CSCC(=O)N1N=C(c2cccs2)CC1c1ccc(F)cc1 (stereo unspecified),7%[10 µM],?,?,-5%,-15%,-11%,-9%,5%
Cc1ccc(NC(=O)CCn2cnc3ccccc3c2=O)c(C)c1,40%[10 µM],-3%,-4%,/,-4%,-5%,22%[9.22 µM],-4%
O=C(c1c[nH]c(C(=O)C(Cl)(Cl)Cl)c1)c1ccccc1Br,-12%[10 µM],1.8µM*,5%,-12%,5%,9%,5%,2%
CCN(CC(=O)Nc1ccc2c(c1)OCCO2)C(=O)CC1CCCC1,-4%,2%,6%,-23%,0%,-4%,4%,9%
CCN1c2ccccc2N(C)C1(C)c1ccccc1 (stereo unspecified),16%[10 µM],-7%,?,-14%,4.5µM*,?,13µM*,16µM*
CN1CCN(NC(=O)C23CC4CC(CC(C4)C2)C3)CC1,15%[10 µM],5%,3%,/,1%,1%,?,4%
Cn1c(=O)c2c(nc(SCc3cccnc3)n2Cc2ccc(F)cc2)n(C)c1=O,-9%,?,0%,-11%,-6%,-7%,-6%,-1%
Cc1cc(C(F)(F)F)nn1CC(=O)NCC1CCCO1 (stereo unspecified),-5%,7%,9%,/,4%,8%,4%,6%
COc1ccc(NC(=O)c2cccs2)cc1NC(=O)c1ccco1,-10%,0%,-4%,-14%,-12%,-11%,7%,2%
O=c1oc2ccccc2c(Nc2cccc3ccccc23)c1[N+](=O)[O-],-20%,4%,-5%,-23%,?,-22%,?,8%
CC1CCCC(C)N1C(=O)CSc1nc2ccccc2s1 (stereo unspecified),4%,22µM*,-4%,-52%[inhibitor],?,-20%,1%,-7%
O=C(Nc1ccc2oc(-c3cccnc3)nc2c1)c1ccc(-c2ccc(OC(F)(F)F)cc2)o1,/,/,/,-26%,?,-24%,/,-16%
CCN(CC)S(=O)(=O)c1cc(NC(=O)CSc2nnc(-c3cccs3)o2)ccc1C,-8%[1.9 µM],-2%,-14%,29%,1%,-10%,2%,-1%
COc1ccc2c(c1)c(=O)c(S(=O)(=O)c1ccc(Cl)cc1)cn2Cc1cc(C)ccc1C,/,/,/,-5%,-9%,-3%,/,-5%
O=C(COC(=O)c1cc(S(=O)(=O)N2CCc3ccccc3C2)ccc1Cl)NCc1ccco1,3%,?,-3%,3%,32µM*,?,-10%,?
CCOC(=O)c1c(C)nc2sccn12,8%,-4%,-1%,-21%,-2%,0%,-2%,-6%

# Pulled by compound from above (5):
SMILES,HTT ATP protect,ALDH1A1 inh,KDM4E inh,SMN2 splice enh,Tau fibril ThT,Tau fluor cs,HTT aggregate,Tau FP inhib
CSCCC(N=C(NS(=O)(=O)c1ccc(Br)cc1)c1ccccc1)C(=O)O (stereo unspecified),-38%[inhibitor],?,-11%,8%,1%,6%,-2%,3%
COc1ccc(CCNC(=O)c2nc(SCc3ccc(C)cc3)ncc2Cl)cc1OC,/,/,/,4%,-11%,-11%,/,2%
CCOC(=O)c1c(C)nc2sccn12,8%,-4%,-1%,-21%,-2%,0%,-2%,-6%
CC(C)=CCC/C(C)=C/C=N/NC(=O)c1ccccc1[N+](=O)[O-],1%,-12%,?,/,-13%,-5%,5%,-1%
CC1CCCC(C)N1C(=O)CSc1nc2ccccc2s1 (stereo unspecified),4%,22µM*,-4%,-52%[inhibitor],?,-20%,1%,-7%

# New compounds follow.
SMILES,HTT ATP protect,ALDH1A1 inh,KDM4E inh,SMN2 splice enh,Tau fibril ThT,Tau fluor cs,HTT aggregate,Tau FP inhib
Cc1cccc(N2C(=O)C(CC(=O)Nc3cccc(F)c3)N(CCc3ccncc3)C2=O)c1 (stereo unspecified),-51%[inhibitor],-4%,6%,-20%&3%,-2%&-6%,-12%&-23%,-3%,-4%&-10%
CCCc1noc2c1C(c1cc(Br)ccc1F)C(C#N)=C(N)N2 (stereo unspecified),-56%[inhibitor],11µM*,8%,-2%,-10%,-23%,39%,-11%
COc1cc(/C=N/n2cnnc2)ccc1OCC(=O)N1CCOCC1,-7%,-6%,?,-3%,0%,-6%,17%,-2%
COC(=O)[C@@H]1C[C@H]2CC[C@H](O)C[C@H]2N1Cc1c(F)cccc1Cl,13%,0%,4%,7%,5%,-8%,/,4%
COc1ccc(C(=O)c2sc3nc(C)cc(-c4cccs4)c3c2N)cc1,2%[10 µM],-12%,-6%,-14%,2%,0%,5%,8%
CCCSc1nnc(N)s1,/,-1%,12%,-6%,-12%,-8%,6%,8%
O=C(CN1CCOCC1)N/N=C/c1ccc(-c2ccc(Br)cc2)o1,0%[10 µM],?,?,/,?,-7%,8%[9.22 µM],-2%
O=C(O)c1ccc(N2C(=O)c3cccc4c(C(=O)O)ccc(c34)C2=O)cc1,/,-6%,28µM*,2%,-3%,0%,17%,5%
COc1ccc(N(CC(=O)NCc2ccc3c(c2)OCO3)S(C)(=O)=O)cc1OC,0%,-4%,3%,-26%,-4%,-1%,5%,5%
COc1ccc(CCc2nnc(CCC(=O)NCc3cnc4ccccn34)o2)cc1,-4%[10 µM],?,-1%,/,-11%,-4%,-2%[9.22 µM],1%
Cc1cccc(C)c1NC(=O)COC(=O)c1cccnc1,9%[10 µM],3%,-8%,/,-13%,-12%,12%[9.22 µM],-3%
Cc1cc(C(=O)CSc2nc3ccccc3c(=O)[nH]2)c(C)n1C,-13%,-4%,-14%,35µM*,?,-19%,17%,-12%
Cc1ccc(NC(=O)c2cccs2)cc1[N+](=O)[O-],3%[10 µM],-1%,13%,/,-21%,-26%,-4%[9.22 µM],-1%
Cc1ccnn1CC(=O)N/N=C/c1ccc([N+](=O)[O-])s1,-9%[10 µM],/,-13%,/,-11%,-8%,3%[9.22 µM],-3%
O=C(CCC(=O)OCC(=O)c1cccc([N+](=O)[O-])c1)Nc1ccccc1Cl,7%,-8%,-7%,6%,-2%,-6%,6%,2%
O=C(C1CCN(S(=O)(=O)c2cccc([N+](=O)[O-])c2)CC1)N1CCOCC1,10%[10 µM],-4%,-2%,/,-5%,-8%,-1%[9.22 µM],1%

# Screening data deposited in PubChem by National Center for Advancing Translational Sciences (NCATS).
